MEKK3 PB1 HTS – modulators (inhibitors or enhancers) of MEK5 binding to human MEKK3 PB1 domain | bead-based flow cytometry, Alexa488-MEK5 binding to MEKK3; actives lie on both sides; 0 = blocked by unlabeled MEK5, 100 = vehicle | binding response (% of control), % at 10 µM | 290,000 compounds, 1.4% hits;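 active means binding response more than 3 SD above or below the average of its plate-row segment, actives on both sides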;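 further: Alexa488 bead fluorescence after subtracting the streptavidin-only scavenger bead signal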
p-CIP stab down – compounds decreasing mouse p/CIP protein stability. Q05BA5. F442A p/CIP-EGFP cells, EGFP fluorescence, 16 h. decrease of EGFP signal, % at 10 µM. 290,000 compounds, 0.01% hits. AID 1984;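 active means EGFP signal decrease of at least 30% at 10 µM or well 3 SD below plate mean, unless failing retest; inactive means the rest, including hits failing retest or dose response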; further: some compounds called inactive have numbers as strong as hits; many of its hits are not listed in these tables
CRFR2-BP ag – CRF-BP/CRF-R2 complex agonism. HEK293 CRF-R2/CRF-BP, calcium dye fluorescence (FLIPR); percent of saturating CRF peptide response. activation, % at 13.2 µM. 350,000 compounds, 0.46% hits. AID 588473;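 active means activation of at least 50%, plus an integration ratio under a set limit after plate pattern correction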;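 further: plate controls were neutral control wells without compound for no effect and CRF at EC100 for full effect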
CHRM4 PAM – positive allosteric modulators of human muscarinic M4 receptor; P08173; CHO-K1 hM4/Gqi5, Fluo-8 calcium fluorescence, ACh EC20; 0% = ACh EC20, 100% = maximal ACh; activation, % at 3 µM; 360,000 compounds, 0.4% hits; AID 624126;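 active means activation above its plate's cutoff, the mean activation of sample wells plus 3 SD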; further: some results filed as inactive read as strong as hits
CRFBP-R2 block – antagonists of CRF-binding protein/CRF-R2 receptor complex; HEK293 CRF-R2/CRF-BP, CRF-induced calcium fluorescence; inhibition, % at 11.8 µM; 350,000 compounds, 0.59% hits; AID 588475;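 active means inhibition of the ligand-induced calcium signal above about 50% at the single tested concentration, limit read from the data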
IDE inh – inhibits human insulin-degrading enzyme in HEK cells. P14735. FAbetaB cleavage, fluorescence polarization. inhibition, % at 5.59 µM. 320,000 compounds, 0.41% hits. AID 434962;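 active means percent inhibition above the average of all tested compounds plus 3 SD, set per screening campaign, cut at about 16% in these data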;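 further: IDE supplied by intact live HEK cells; FP after avidin binding of uncleaved biotin substrate so inhibition keeps polarization high; 0% = DMSO wells and 100% = 60 µM reference IDE inhibitor Ii1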
PHOSPHO1 inh – inhibitors of human PHOSPHO1 phosphatase; inhibition, % at 13.3 µM; Q8TCT1; recombinant PHOSPHO1, absorbance phosphatase assay; 290,000 compounds, 1.1% hits; in the data active means inhibition above about 60%
GalR3 antagonist – blocks the human galanin receptor 3; O60755; HEK293 GalR3-CNG cAMP membrane potential fluorescence; galR3 body fused to GalR1 C-terminus; inhibition, % at 3 µM; 360,000 compounds, 0.44% hits;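 active means inhibition above the screen-wide average plus 3 SD, cut at about 13% in these data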;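 further: forskolin and galanin both at EC90 stimulate the cells; cAMP rise reported by CNG channel membrane potential dye signal; 0% = forskolin plus galanin with DMSO and 100% = forskolin alone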
IDE cell activ – IDE (human) activation, cell-based. P14735. HEK cells, FAbeta-B cleavage, fluorescence polarization; 0% vehicle, 100% cell-free pure enzyme wells. activation, % at 5.96 µM. 340,000 compounds, 0.073% hits. AID 493087;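 active means activation above the mean of all tested compounds plus 3 SD, set per screening campaign, cut at about 17% in these data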
* hit, by the source's call.

Screening Cc1ccc(NCN2C(=O)C3C4CCC(C4)C3C2=O)cc1 (stereo unspecified) returned MEKK3 PB1 HTS 101, p-CIP stab down 5, IDE inh 1 and PHOSPHO1 inh -1.
For O=S(=O)(c1ccc(OCC(O)CNC23CC4CC(CC(C4)C2)C3)c(Cl)c1)N1CCOCC1 (stereo unspecified) the results were MEKK3 PB1 HTS 112, p-CIP stab down -5, CRFR2-BP ag 8.7, CHRM4 PAM -24, CRFBP-R2 block -16, IDE inh 5, PHOSPHO1 inh 32, GalR3 antagonist -5 and IDE cell activ 5.
Screening COc1cccc(NC(=O)CN2C(=O)COc3ccc(S(=O)(=O)N4CCC(C)CC4)cc32)c1 returned MEKK3 PB1 HTS 101, p-CIP stab down -2, CRFR2-BP ag 0.5, CHRM4 PAM -5, CRFBP-R2 block -9, IDE inh -1, PHOSPHO1 inh 41, GalR3 antagonist -8 and IDE cell activ 4.
CCn1cc(C2N3CC4(C)CN2CC(C)(C3)C4=O)c2ccccc21 (stereo unspecified) was read as MEKK3 PB1 HTS 99, p-CIP stab down 8, CRFR2-BP ag -4.0, CHRM4 PAM 9, CRFBP-R2 block -16, IDE inh 1, PHOSPHO1 inh -5 and IDE cell activ 2.
`CC1=CC(C)C(C(=O)O)C(C(=O)N2CCN(C)CC2)C1` (stereo unspecified) gave MEKK3 PB1 HTS 111, p-CIP stab down -15, CRFR2-BP ag -0.2, CHRM4 PAM 7, CRFBP-R2 block -8, IDE inh 0, PHOSPHO1 inh 44, GalR3 antagonist -4 and IDE cell activ 3.
Screening Nc1nncn1C(=O)c1c(Cl)cccc1Cl returned MEKK3 PB1 HTS 102, p-CIP stab down -24, CRFR2-BP ag 0.8, CHRM4 PAM 4, CRFBP-R2 block -4, IDE inh 5, PHOSPHO1 inh 6, GalR3 antagonist -7 and IDE cell activ -4.
Screening O=[N+]([O-])c1ccc(C[n+]2cccc3ccccc32)cc1 returned MEKK3 PB1 HTS 104, p-CIP stab down -16, CRFR2-BP ag 2.9, CHRM4 PAM -4, CRFBP-R2 block -3, IDE inh 4, PHOSPHO1 inh -21, GalR3 antagonist -3 and IDE cell activ 1.
NC(=O)C1(N2CCCC2)CCN(Cc2ccccc2)CC1 was read as CRFR2-BP ag 4.0, CHRM4 PAM 6, CRFBP-R2 block 3, GalR3 antagonist -4 and IDE cell activ 6.
For CN(C)CCNC(C(=O)Nc1cccc(C(F)(F)F)c1)c1ccccc1 (stereo unspecified) the results were MEKK3 PB1 HTS 100, p-CIP stab down -2, CRFR2-BP ag -0.7, CHRM4 PAM -20, CRFBP-R2 block 2, IDE inh 4, PHOSPHO1 inh 21, GalR3 antagonist -5 and IDE cell activ 5.
For COc1ccccc1NC(=O)CSc1nc(O)cc(=O)n1C the results were MEKK3 PB1 HTS 100, p-CIP stab down -4, CRFR2-BP ag 1.1, CHRM4 PAM 2, CRFBP-R2 block 5, IDE inh 0, PHOSPHO1 inh 19, GalR3 antagonist -5 and IDE cell activ 3.
`CC(=O)Nc1ccc(Nc2cc(C)c3ccccc3n2)cc1` gave MEKK3 PB1 HTS 103, p-CIP stab down -4, CRFR2-BP ag -8.1, CHRM4 PAM -4, CRFBP-R2 block -2, IDE inh -7, PHOSPHO1 inh 45, GalR3 antagonist -8 and IDE cell activ 0.
`COc1ccc(N(CC(=O)NCc2ccc(Cl)cc2)S(=O)(=O)c2c(C)nn(C)c2C)cc1` gave MEKK3 PB1 HTS 103, p-CIP stab down 5, CRFR2-BP ag -1.1, CHRM4 PAM -5, CRFBP-R2 block -11, IDE inh 1, PHOSPHO1 inh 38, GalR3 antagonist 0 and IDE cell activ 3.
Cc1ccccc1C(=O)NC(C)C(c1cccs1)N1CCOCC1 (stereo unspecified) was read as MEKK3 PB1 HTS 106, p-CIP stab down -5, CRFR2-BP ag 2.4, CHRM4 PAM 7, CRFBP-R2 block -30, IDE inh 6, PHOSPHO1 inh 14 and IDE cell activ 1.
For Cc1ccc(NC(=O)CSc2nnc(CNC(=O)c3ccccc3F)o2)cc1 the results were MEKK3 PB1 HTS 98, p-CIP stab down 16, CRFR2-BP ag 0.5, CHRM4 PAM 7, CRFBP-R2 block 10, IDE inh 5, PHOSPHO1 inh -5, GalR3 antagonist 3 and IDE cell activ 5.
Screening Cc1cc(Cl)ccc1C(=O)C1CCCN(C(=O)CCn2cnnn2)C1 (stereo unspecified) returned MEKK3 PB1 HTS 101, p-CIP stab down -8, CRFR2-BP ag -0.9, CHRM4 PAM -9, CRFBP-R2 block 30, IDE inh 5, PHOSPHO1 inh 14, GalR3 antagonist 2 and IDE cell activ 6.
Screening C=CCNC(=O)C(=O)NN=C1CCN(C)CC1 returned MEKK3 PB1 HTS 94, p-CIP stab down -6, CRFR2-BP ag -0.6, CHRM4 PAM -13, CRFBP-R2 block -8, IDE inh 0, PHOSPHO1 inh 12, GalR3 antagonist -7 and IDE cell activ 1.
COc1cccc(S(=O)(=O)N(C)C[C@@H]2OCc3cnnn3CCCC(=O)N([C@@H](C)CO)C[C@@H]2C)c1 was read as CRFR2-BP ag 0.1, CHRM4 PAM 1, CRFBP-R2 block 1 and GalR3 antagonist -7.
Screening CNC(=S)N/N=C/c1cn(CCOc2ccc(OC)cc2)c2ccccc12 returned MEKK3 PB1 HTS 92, p-CIP stab down 9, CRFR2-BP ag 0.0, CHRM4 PAM -6, CRFBP-R2 block -30, IDE inh 0, PHOSPHO1 inh 11, GalR3 antagonist 2 and IDE cell activ 2.
For C[C@H](CO)N1C[C@H](C)[C@@H](CN(C)Cc2ccc(C(=O)O)cc2)Oc2ccc(NS(C)(=O)=O)cc2C1=O the results were CRFR2-BP ag -0.8, CHRM4 PAM 3, CRFBP-R2 block 6, IDE inh 3, GalR3 antagonist -3 and IDE cell activ 4.
For COc1cccc(-c2noc(C3CCCN(C(=O)CC(C)(C)C)C3)n2)c1 (stereo unspecified) the results were MEKK3 PB1 HTS 104, p-CIP stab down -6, CRFR2-BP ag -1.7, CHRM4 PAM -8, CRFBP-R2 block -5, IDE inh 0, PHOSPHO1 inh 3, GalR3 antagonist -4 and IDE cell activ -1.

Gathered by group: the entries above containing fluorine
For CN(C)CCNC(C(=O)Nc1cccc(C(F)(F)F)c1)c1ccccc1 (stereo unspecified) the results were MEKK3 PB1 HTS 100, p-CIP stab down -2, CRFR2-BP ag -0.7, CHRM4 PAM -20, CRFBP-R2 block 2, IDE inh 4, PHOSPHO1 inh 21, GalR3 antagonist -5 and IDE cell activ 5.
For Cc1ccc(NC(=O)CSc2nnc(CNC(=O)c3ccccc3F)o2)cc1 the results were MEKK3 PB1 HTS 98, p-CIP stab down 16, CRFR2-BP ag 0.5, CHRM4 PAM 7, CRFBP-R2 block 10, IDE inh 5, PHOSPHO1 inh -5, GalR3 antagonist 3 and IDE cell activ 5.

Additional entries follow.
`CC(=O)c1ccc(NC(=O)CSc2nc(C3CC3)nc3ccccc23)cc1` gave MEKK3 PB1 HTS 100, p-CIP stab down -11, CRFR2-BP ag 2.0, CHRM4 PAM -11, CRFBP-R2 block 12, IDE inh 1, PHOSPHO1 inh 36, GalR3 antagonist -3 and IDE cell activ 3.
For C=CCC(Nc1ccccc1)c1ccc(OC)c(OC)c1 (stereo unspecified) the results were MEKK3 PB1 HTS 96, p-CIP stab down -7, IDE inh -4 and PHOSPHO1 inh 24.
`COc1ccc(N2CCN(C(=O)CSc3ccccc3)CC2)cc1` gave MEKK3 PB1 HTS 108, p-CIP stab down -5, CRFR2-BP ag 0.7, CHRM4 PAM 7, CRFBP-R2 block -3, IDE inh 6, PHOSPHO1 inh -31, GalR3 antagonist -3 and IDE cell activ -3.
Screening O=C1c2ccc(Br)cc2C(=O)N1c1ccc(Cl)cn1 returned MEKK3 PB1 HTS 98, p-CIP stab down -13, CRFR2-BP ag 2.7, CHRM4 PAM 4, CRFBP-R2 block -5, IDE inh 3, PHOSPHO1 inh 27, GalR3 antagonist -8 and IDE cell activ 0.
For Cc1ccccc1-c1nc(S(=O)(=O)c2ccc(Cl)cc2)c(NCCN2CCOCC2)o1 the results were MEKK3 PB1 HTS 107, p-CIP stab down -1, CRFR2-BP ag 0.4, CHRM4 PAM 1, CRFBP-R2 block -10, IDE inh 11, PHOSPHO1 inh 6, GalR3 antagonist -3 and IDE cell activ 1.
COc1ccc2c(CC(=O)NC3CCCc4ccccc43)coc2c1 (stereo unspecified) was read as MEKK3 PB1 HTS 100, p-CIP stab down -14, CRFR2-BP ag -0.7, CHRM4 PAM -1, CRFBP-R2 block 36, IDE inh 4, PHOSPHO1 inh 1, GalR3 antagonist -1 and IDE cell activ 4.
`CCOC(=O)N1CCC(NC(=O)CSCc2nc(-c3sccc3C)oc2C)CC1` gave MEKK3 PB1 HTS 103, p-CIP stab down -3, CRFR2-BP ag -10, CHRM4 PAM 11, CRFBP-R2 block 5, IDE inh 3, PHOSPHO1 inh 26 and IDE cell activ 0.
CCC(=O)N1c2ccc(S(=O)(=O)NCc3ccccc3)cc2CC1C (stereo unspecified) was read as MEKK3 PB1 HTS 101, p-CIP stab down 4, CRFR2-BP ag -0.2, CHRM4 PAM -6, CRFBP-R2 block -3, IDE inh -5, PHOSPHO1 inh 38, GalR3 antagonist 1 and IDE cell activ -1.
Screening COC(=O)c1sccc1S(=O)(=O)Nc1ccc(N2CCCCC2)cc1 returned MEKK3 PB1 HTS 97, p-CIP stab down 3, CRFR2-BP ag -1.7, CHRM4 PAM -3, CRFBP-R2 block 2, IDE inh 10, PHOSPHO1 inh 9, GalR3 antagonist 5 and IDE cell activ -5.
For O=C(NCc1ccccn1)C(=O)Nc1cc2c3c(c1)CC(=O)N3CCC2 the results were CRFR2-BP ag -1.2, CHRM4 PAM 0, CRFBP-R2 block 15, IDE inh 0, GalR3 antagonist -5 and IDE cell activ 5.
`NS(=O)(=O)c1ccc(CCNC(=O)COC(=O)C2COc3ccccc3O2)cc1` (stereo unspecified) gave CRFR2-BP ag -0.1, CHRM4 PAM 1, CRFBP-R2 block 12, IDE inh 3, GalR3 antagonist 1 and IDE cell activ 2.
`CCCCN1C=CC(=C2N=c3cccc([N+](=O)[O-])c3=N2)C=C1` gave MEKK3 PB1 HTS 83, p-CIP stab down -20, CRFR2-BP ag 0.9, CHRM4 PAM 6, CRFBP-R2 block 16, IDE inh 7, PHOSPHO1 inh -24, GalR3 antagonist 1 and IDE cell activ 2.
Screening CCC1(O)C(=O)OCc2c1cc1n(c2=O)Cc2cc3cc(O)ccc3nc2-1 (stereo unspecified) returned CRFR2-BP ag 38, CHRM4 PAM 3, CRFBP-R2 block -12, GalR3 antagonist -4 and IDE cell activ 6.
For CC(C)Nc1nc(-c2ccccc2)nnc1-c1ccccc1 the results were MEKK3 PB1 HTS 100, p-CIP stab down -5, CRFR2-BP ag -0.2, CHRM4 PAM 1, CRFBP-R2 block -22, IDE inh 5, PHOSPHO1 inh 41, GalR3 antagonist -9 and IDE cell activ 4.
`COc1ccc(F)cc1S(=O)(=O)Nc1ccc2c(c1)OCO2` gave p-CIP stab down -11, CRFR2-BP ag 0.5, CHRM4 PAM 3, CRFBP-R2 block -43, IDE inh 1, PHOSPHO1 inh -8, GalR3 antagonist 0 and IDE cell activ -2.
COc1ccccc1NC(=O)C1=C(C)Nc2nc(-c3cccnc3)nn2C1c1ccccn1 (stereo unspecified) was read as CRFR2-BP ag -1.2, CHRM4 PAM 0, CRFBP-R2 block -13, GalR3 antagonist 1 and IDE cell activ 5.

Bioassay records (PubChem)
